# LEDGF integ inh: blocks HIV-1 LEDGF/p75-dependent DNA integration; TR-FRET IN-LEDGF/p75 DNA integration, Eu/Cy5; inhibition, % at 3.7 µM; 370,000 compounds, 0.64% hits;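 active = inhibition above the screen-wide mean plus 3 SD, cut at about 13% in these data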;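 note: signal is the Cy5 over europium emission ratio at 671 and 618 nm; 0% = plate median of compound wells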
# ABHD4 inh: inhibitors of mouse ABHD4; inhibition, % at 8.92 µM; 370,000 compounds, 0.54% hits; AID 720543; purified mABHD4, FP-Rh probe fluorescence polarization;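 active = inhibition exceeding the mean over every tested compound plus 3 SD, cut at about 30% in these data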;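 note: 0% = plate median of compound wells and 100% = S159A mutant with DMSO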
#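 Test system: mouse ABHD4 enzyme, wild type. Reagent: FP-Rh fluorescent activity-based probe, added after compound pre-incubation. Timing: pre-incubation 45 min, probe exposure 60 min, at 25 °C. Technique: FP readout, ex 525 nm / em 598 nm. Benchmarks: high control S159A mutant with DMSO, low control median of compound wells.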
# UHRF1 MBD2 ctr: blocks human UHRF1 binding to methylated DNA | inhibition, % at 4.4 µM | AID 687016 | UHRF1 binding to methylated oligo, TR-FRET | Q96T88 | 370,000 compounds, 0.75% hits; in the data active = inhibition above about 21%;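 note: UHRF1 SRA domain binding a hemimethylated CpG hairpin DNA probe; 0% = median of test compound wells and 100% = reference inhibitor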
# PG9 binder: small molecules binding HIV-1 gp120 antibody PG9 | TR-FRET gp120-PG9 antibody binding | inhibition, % at 6.7 µM | 360,000 compounds, 0.43% hits | AID 624416; in the data active = inhibition above about 8.5%
# TCR-CD3 inh: human TCR-CD3 binding inhibition | TAMRA-labeled TCR probe fluorescence, biochemical | inhibition, % at 9.4 µM | 360,000 compounds, 0.37% hits | AID 651800; in the data active = inhibition above about 19%;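 note: recombinant mutant TCR 2C K166C tagged with TAMRA read by polarization; 0% = receptor in buffer alone and 100% = receptor with positive control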
# TDP2 absorb: blocks human TDP2 phosphodiesterase activity. O95551. recombinant TDP2, T5PNP hydrolysis, p-nitrophenol absorbance 415 nm. inhibition, % at 12.8 µM. 370,000 compounds, 0.34% hits. AID 720702;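 active = inhibition above the mean of all tested compounds plus 3 SD, set per campaign, cut at about 25% in these data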;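 note: 0% = DMSO with enzyme and 100% = buffer with substrate but no TDP2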
#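 Test system: human TDP2 enzyme; Input: 120 nM TDP2 per well; Buffer or medium: Mg2+-containing Tris-HCl buffer, pH 7.5; Reagent: 5 mM T5PNP; Dosing: 12.8 µM single point, 1% DMSO; Incubation: reaction 2 h, 37 °C; Detection: p-Nitrophenol epi absorbance; Read-out: % inhibition relative to enzyme-containing and enzyme-free wells; Replicates: single well per compound.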
# SIAE inh: human SIAE inhibition, primary screen | AID 1053197 | inhibition, % at 9.66 µM | SIAE FP-Rh probe binding, fluorescence polarization | Q9HAT2 | 370,000 compounds, 0.69% hits;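 active = inhibition above a cutoff: mean of compounds within the control limits plus 3 SD of those, cut at about 17% in these data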;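 note: 0% = plate median of compound wells and 100% = probe without SIAE protein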
# Target sequence (Q9HAT2 whole entry, looked up): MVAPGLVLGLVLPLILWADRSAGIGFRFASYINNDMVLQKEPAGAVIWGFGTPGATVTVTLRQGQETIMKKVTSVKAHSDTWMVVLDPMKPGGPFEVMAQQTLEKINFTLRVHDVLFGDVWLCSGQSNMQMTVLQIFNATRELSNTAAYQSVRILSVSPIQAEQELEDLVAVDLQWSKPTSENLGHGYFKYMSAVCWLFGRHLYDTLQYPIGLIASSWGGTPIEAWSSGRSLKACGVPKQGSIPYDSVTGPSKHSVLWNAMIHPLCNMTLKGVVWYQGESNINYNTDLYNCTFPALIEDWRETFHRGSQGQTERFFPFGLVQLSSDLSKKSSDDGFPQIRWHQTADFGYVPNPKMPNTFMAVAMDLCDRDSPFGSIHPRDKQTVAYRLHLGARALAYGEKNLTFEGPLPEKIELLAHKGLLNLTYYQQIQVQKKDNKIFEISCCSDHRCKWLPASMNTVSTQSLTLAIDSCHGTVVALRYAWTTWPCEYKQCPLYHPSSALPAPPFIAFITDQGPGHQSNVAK
# HTRA1 inh: HTRA1 (human) protease inhibition. inhibition, % at 5.96 µM. recombinant HTRA1, FP-rhodamine activity-based probe, fluorescence polarization. 340,000 compounds, 0.5% hits; in the data active = inhibition above about 36%;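 note: 0% = enzyme with DMSO and 100% = wells lacking enzyme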
# PRMT1 FP inh: PRMT1 (human) inhibition, primary screen; Q99873; recombinant PRMT1, activity-based probe fluorescence polarization; inhibition, % at 2.79 µM; 370,000 compounds, 1.3% hits; AID 652257;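 active = inhibition above about 21% made by adding two undisclosed values, limit read from the data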
# Target sequence (Q99873 whole entry, looked up): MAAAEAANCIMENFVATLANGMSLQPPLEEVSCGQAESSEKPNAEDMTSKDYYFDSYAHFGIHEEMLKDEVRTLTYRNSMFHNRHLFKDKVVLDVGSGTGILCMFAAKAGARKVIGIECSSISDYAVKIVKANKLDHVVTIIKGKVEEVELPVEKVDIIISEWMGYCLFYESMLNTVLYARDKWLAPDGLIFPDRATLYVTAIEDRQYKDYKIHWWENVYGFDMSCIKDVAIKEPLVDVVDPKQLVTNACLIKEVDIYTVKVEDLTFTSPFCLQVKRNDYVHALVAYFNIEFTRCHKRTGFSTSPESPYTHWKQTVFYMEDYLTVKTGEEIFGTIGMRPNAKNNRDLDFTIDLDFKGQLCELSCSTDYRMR
# Tn7 DDE FP: inhibitors of Tn7 peptide binding to human fibrin DD(E); FP displacement of FITC-Tn7 peptide from fibrin DD(E); 0% = median of compound wells per plate; P02675; inhibition, % at 8.3 µM; AID 720508; 370,000 compounds, 0.13% hits;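 active = inhibition above the mean of compounds falling within the control limits plus 3 SD of them, cut at about 14% in these data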;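 note: 0% = plate median of compound wells and 100% = 10 µM Aha-Tn7 peptide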
#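 Also added: labelled Tn7 tracer, 0.1 µM; Assay system: human fibrin DD(E) protein; Amount: 2 µM fibrin DD(E); Schedule: 10 min compound pre-incubation, 3 h probe incubation at room temperature; Repeats: one replicate per compound; Read-out basis: percent inhibition; Measured by: fluorescence polarization of the labelled Tn7 tracer.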
# Active calls of the source: *; . = no result given.
# A first look:
SMILES,LEDGF integ inh,ABHD4 inh,UHRF1 MBD2 ctr,PG9 binder,TCR-CD3 inh,TDP2 absorb,SIAE inh,HTRA1 inh,PRMT1 FP inh,Tn7 DDE FP
COc1ccc(CNC(=O)CN(C(=O)c2csnn2)c2ccc3c(c2)OCCO3)cc1,0,9,1,1.4,5,-2,-2,-1,2,4
CC(=O)Nc1c(Cl)c(Cl)c2c(c1Cl)C(=O)c1cc(Cl)ccc1-2,-3,7,0,-2.3,-8,-2,1,6,-1,0
Cc1ccc(Nc2nnc(SCC(=O)Nc3cccc(S(=O)(=O)N4CCCCC4)c3)s2)cc1,3,-1,-4,-4.0,5,-5,-7,-54,-1,-13
O=C(CSc1ncn[nH]1)NC12CC3CC(CC(C3)C1)C2,-2,-2,-1,0.8,7,5,-1,-3,-4,7
Cc1nc(SCC(=O)N(C)C2(C#N)CCCCC2)c2ccccc2n1,-6,3,-2,1.2,6,1,3,-1,3,-4
O=C(CN1c2ccccc2Sc2ccccc21)NNC(=S)Nc1ccc(Cl)cc1Cl,-1,19,-1,0.8,7,-2,1,15,-4,-5
COC(=O)N/N=C/c1c(C)c(C(=O)c2ccc(F)cc2)n2ccccc12,0,-5,3,0.0,-6,-1,2,8,1,3

# This part in full, previewed entries included:
SMILES,LEDGF integ inh,ABHD4 inh,UHRF1 MBD2 ctr,PG9 binder,TCR-CD3 inh,TDP2 absorb,SIAE inh,HTRA1 inh,PRMT1 FP inh,Tn7 DDE FP
COc1ccc(CNC(=O)CN(C(=O)c2csnn2)c2ccc3c(c2)OCCO3)cc1,0,9,1,1.4,5,-2,-2,-1,2,4
CC(=O)Nc1c(Cl)c(Cl)c2c(c1Cl)C(=O)c1cc(Cl)ccc1-2,-3,7,0,-2.3,-8,-2,1,6,-1,0
Cc1ccc(Nc2nnc(SCC(=O)Nc3cccc(S(=O)(=O)N4CCCCC4)c3)s2)cc1,3,-1,-4,-4.0,5,-5,-7,-54,-1,-13
O=C(CSc1ncn[nH]1)NC12CC3CC(CC(C3)C1)C2,-2,-2,-1,0.8,7,5,-1,-3,-4,7
Cc1nc(SCC(=O)N(C)C2(C#N)CCCCC2)c2ccccc2n1,-6,3,-2,1.2,6,1,3,-1,3,-4
O=C(CN1c2ccccc2Sc2ccccc21)NNC(=S)Nc1ccc(Cl)cc1Cl,-1,19,-1,0.8,7,-2,1,15,-4,-5
COC(=O)N/N=C/c1c(C)c(C(=O)c2ccc(F)cc2)n2ccccc12,0,-5,3,0.0,-6,-1,2,8,1,3
Cc1ccc(OC(=O)CCC(=O)Nc2ccc(C(N)=O)cc2)cc1,6,-5,3,1.1,3,-5,9,-1,-3,1
O=C(Nc1ccc(Br)cc1F)c1ccc2nsnc2c1,-10,3,4,1.1,-4,-14,-1,-5,8,1
Cc1nn(C)c(Oc2ccccc2)c1CCNS(=O)(=O)c1ccc(Cl)cc1,-1,-2,2,-0.8,4,-1,1,-1,2,-3
CC(=O)Nc1cccc(-c2nnc(SCC(=O)N3CCCCC3)n2C)c1,0,1,6,-0.1,-3,0,-1,-4,1,-4
COc1cccc(CNC(=O)C(=O)NCC2CCCO2)c1 (stereo not given),-1,2,-3,-0.7,4,-6,-10,2,-1,5
COc1cccc(N2CCc3c(C)nc4ccc(Cl)cc4c32)c1,-3,-4,4,1.0,-3,-10,6,-15,5,-4
C/C(CC(=O)Nc1ccccn1)=N\NC(=O)C(=O)Nc1ccccc1C,3,14,-9,-0.6,2,-1,0,-2,4,-6
O=C(NCc1ccc(F)cc1)C1CCN(c2cnccn2)CC1,-2,1,1,-0.5,-6,2,2,-2,1,-7
O=C(Nc1cccc(O)c1)c1cc2nc(-c3ccccc3)cc(-c3ccccc3)n2n1,4,2,-1,-3.5,2,9,-9,-26,-3,-2
CS(=O)Cc1cc(Sc2ccccc2)nc(-c2cccnc2)n1 (stereo not given),4,4,2,-2.4,7,-2,-3,3,-2,-12
Cc1onc(-c2c(F)cccc2Cl)c1C(=O)ONC(=O)c1ccccc1,5,-11,-2,-0.8,4,-19,-8,5,-3,4
CC(C)c1cc(C(N)=O)c(NC(=O)c2cccc(COc3ccc(Br)cc3)c2)s1,-2,-13,2,0.7,-2,-8,-67,-33,0,7
COc1ccc2c(Cl)c(C(N)=O)sc2c1,0,3,-6,18*,1,1,-4,-6,-2,7
CNc1cncc(-c2cnn(CC(C)C)c2)n1,-1,0,-2,2.0,-9,6,3,.,4,8
C=CCOC(=O)C1=C(C)Nc2ncnn2C1c1cccs1 (stereo not given),-1,2,-1,-1.4,2,2,-2,1,0,-4
CCOc1ccc(N2C(=O)CC(N(CCc3ccc(S(N)(=O)=O)cc3)C(C)=O)C2=O)cc1 (stereo not given),-2,0,2,0.1,-7,10,-4,1,1,-2
CCOc1cc(OCC)cc(C(=O)O)c1,-1,6,1,1.6,0,9,-6,3,1,-2
CN(c1ccc(OCC(=O)NC2=NCCS2)cc1)S(=O)(=O)c1ccc(F)cc1,6,6,-1,-0.5,4,-3,2,-3,0,-18
# Further entries.
SMILES,LEDGF integ inh,ABHD4 inh,UHRF1 MBD2 ctr,PG9 binder,TCR-CD3 inh,TDP2 absorb,SIAE inh,HTRA1 inh,PRMT1 FP inh,Tn7 DDE FP
Cc1nn(C(C)(C)C)c(OC(=O)CC(C)C)c1S(=O)(=O)c1ccccc1,5,-1,2,-0.6,3,-2,-1,-8,-1,1
COc1cccc(/C=C(\C(=O)O)c2ccccc2)c1,-9,1,4,-1.2,0,3,0,3,1,-6
CCCCN1CCc2c(c3ccccc3n2Cc2ccccc2)C1,-1,4,-1,0.8,-2,7,1,-4,4,5
O=C(/C=C/Nc1ccccc1Br)c1ccccn1,0,2,-2,0.6,1,-9,-3,-10,-3,1
COc1ccc(N2CCN(C(=O)C(=O)c3ccc(F)cc3)CC2)cc1,-5,-17,2,-1.1,-10,-5,1,.,4,1
COc1cccc(CNC(=O)COc2cccc(-n3cnnn3)c2)c1,-3,1,3,0.0,8,12,16,-4,-5,2
Cc1ccc(S(=O)(=O)N2CCCCC2C(=O)Nc2nncs2)cc1 (stereo not given),-1,3,1,-0.7,6,2,1,2,3,8
CC(C)c1ccc(C2(C)NC(=O)N(CC(=O)NCC3COc4ccccc4O3)C2=O)cc1 (stereo not given),2,-7,0,-1.1,3,-3,-2,-7,1,2
O=C(C(=O)N1CCC(c2ccccc2)CC1)c1ccccc1,3,-2,-2,-0.9,9,-9,-2,.,-8,-6
C=C1C2(C(=O)Nc3nccs3)CCC(C2)C1(C)C (stereo not given),-2,-3,-4,0.5,6,3,9,-9,1,-3
O=C(Nc1ccccc1)N1N=CCC1c1ccccc1 (stereo not given),4,2,3,-1.7,0,3,-4,-3,1,-1
CCN(C(=O)c1cn(CC)c(=O)c2cc(OC)c(OC)cc12)c1ccccc1C,0,3,0,1.0,2,3,-4,0,-1,4
CSc1ccc(S(=O)(=O)N2CCC(C(=O)Nc3ccc(C(N)=O)cc3)CC2)cc1,2,-3,-2,3.8,-1,11,-5,-6,5,-2
N#Cc1ccc(NC(=O)COC(=O)CCc2nc3ccccc3c(=O)[nH]2)cc1,-1,2,3,-1.3,0,18,-2,9,0,3
O=C(Nc1ccc(-c2nc3ccccc3s2)cc1)C1=COCCO1,-5,-4,4,0.2,-9,-5,-14,-8,3,9
CC(=O)Nc1cccc(-c2csc(NCc3ccccc3)n2)c1,3,10,1,-1.1,7,1,1,-5,3,-4
Cc1cccc2cc(CN(Cc3ccc(F)cc3)C(=O)N3CCOCC3)c3nnnn3c12,3,-5,1,3.7,-1,-20,-1,2,-5,4
N#Cc1cc2c(nc1SCC(=O)Nc1sc3c(c1C#N)CCC3)CCCC2,0,2,-2,-1.4,1,-11,-2,-2,-2,-2
CC(C)c1ccc(Nc2nc(Cl)nc(NCc3ccco3)n2)cc1,3,0,0,-0.8,11,-2,-2,-12,0,2
CSc1ccccc1OCc1cc(C(=O)NC2CCOC(C)(C)C2)no1 (stereo not given),-3,-2,0,-0.5,1,14,0,-7,-2,11
COc1ccc2cc(C(C)C(=O)OC(C)C)ccc2c1 (stereo not given),0,4,1,-0.2,-5,1,2,-2,0,-4
O=C1CN(C(=O)COc2ccc(F)cc2Br)c2ccccc2N1,1,7,1,-0.6,4,6,11,1,0,-1
CCC1CCCCN1CCCNC(=O)C1CCCN(c2nn3c(=O)cc(C)nc3s2)C1 (stereo not given),3,4,0,-2.4,9,-7,7,4,-3,-4
NS(=O)(=O)c1ccc(Cl)c(C(=O)Nc2ccccc2[N+](=O)[O-])c1,2,-3,-1,0.1,7,2,-1,-10,-2,5
CCCCNC(=O)c1cccc(C(=O)NCCCC)c1,2,2,1,-1.6,8,0,-2,2,-5,-6
CCOC(=O)N(C)c1c(CC)nc2c(OCc3ccccc3OC)cccn12,4,3,-3,0.0,-4,-7,1,.,-1,4
CCCN(CCC)CCCNS(=O)(=O)c1cc(Br)cc2c1N(C(C)=O)CC2,1,5,15,-0.7,-1,1,3,3,1,-5
COc1ccc(S(=O)(=O)Oc2ccc(C(=S)N3CCOCC3)cc2OC)cc1,1,-11,8,0.2,-3,-19,-2,-1,8,-2

# Grouped by structure: the compounds so far containing a cyano group
SMILES,LEDGF integ inh,ABHD4 inh,UHRF1 MBD2 ctr,PG9 binder,TCR-CD3 inh,TDP2 absorb,SIAE inh,HTRA1 inh,PRMT1 FP inh,Tn7 DDE FP
Cc1nc(SCC(=O)N(C)C2(C#N)CCCCC2)c2ccccc2n1,-6,3,-2,1.2,6,1,3,-1,3,-4
N#Cc1ccc(NC(=O)COC(=O)CCc2nc3ccccc3c(=O)[nH]2)cc1,-1,2,3,-1.3,0,18,-2,9,0,3
N#Cc1cc2c(nc1SCC(=O)Nc1sc3c(c1C#N)CCC3)CCCC2,0,2,-2,-1.4,1,-11,-2,-2,-2,-2

# Copied from the list:
# CC(C)c1ccc(C2(C)NC(=O)N(CC(=O)NCC3COc4ccccc4O3)C2=O)cc1 (stereo not given) in Tn7 DDE FP is listed with 2
# CCCCN1CCc2c(c3ccccc3n2Cc2ccccc2)C1 in SIAE inh is listed with 1
# Cc1cccc2cc(CN(Cc3ccc(F)cc3)C(=O)N3CCOCC3)c3nnnn3c12 in HTRA1 inh is listed with 2

# Assay outcomes as filed in PubChem BioAssay.

# Random draw from the library; about 4.2% have a hit in one of these screens.
